# CAL PDZ FP-1: human CAL PDZ-peptide interaction inhibition. purified CAL PDZ, TMR-peptide fluorescence polarization, 1 h. inhibition, % at 20 µM. 0.02% of 330,000 active. AID 504414;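 active = highest replicate inhibition of at least 40%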;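 also: plate controls were DMSO neutral control wells for no effect and unlabeled competitor peptide control wells for full effect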
#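 System: purified tagged CAL PDZ domain construct (CerCALP). Schedule: 1 h incubation at room temperature before polarization reading. Medium: 25 mM sodium phosphate pH 7.4, 150 mM NaCl, TCEP, IgG, Thesit. Read-out: percent inhibition from loss of millipolarization. Measured by: FP readout, S and P plane fluorescence. Probe or stimulus: fluorescent TMR peptide probe.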
# cardiac RTF act: cardiac RTF calcium sensitization; P19429+P45379; IANBD-labeled TnC RTF fluorescence at EC20 calcium; 0% EC20 calcium, 100% full calcium; activation, % at 7.2 µM; 0.24% of 340,000 active; AID 493008;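 active = activation above the mean over all tested compounds plus 3 SD, cut at about 30% in these data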;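 also: rise in fluorescence read as greater calcium sensitivity of cardiac thin filaments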
# MITF TRPM1 HTS: increases MITF-driven TRPM1 promoter luciferase signal; SK-MEL-5 TRPM1-promoter luciferase, 24 h; % of positive control, neutral wells = 0; AID 588334; 0.75% of 300,000 active; activation, % at 12.5 µM;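 active = mean activation of at least 80% with every replicate also reaching 80%; inconclusive = mean reaches 80% but some replicate falls short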;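 also: 0% = neutral control wells and 100% = parthenolide positive control wells; values of inactives mirror those of a sister screen read the other way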
# Tat transport: inhibitors of E. coli Tat protein transport; inhibition, % at 10 µM; E. coli MC4100 TorA-mCherry Tat export, fluorescence; 0.036% of 340,000 active; AID 488895;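 active = mean replicate inhibition at least 50% and at least half of replicates individually reaching 50%; inconclusive = only one of the two criteria met; inactive = neither criterion met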;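 also: exported cargo escapes ClpAP degradation while cytoplasmic cargo is degraded and loses fluorescence; 0% = median of neutral control wells and 100% = median of NaSCN control wells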
# V-ATPase pH: alters yeast V-ATPase proton transport; S. cerevisiae, pHLuorin cytosolic pH fluorescence; response, % at 10 µM; 0.37% of 350,000 active; in the data active = response mostly above about 7.3%, no sharp cut-off; inactive = mostly below about 5.4%; also: actives read high; inactives centre near 0; some compounds called inactive have numbers as strong as hits; reference of the scale not given here
# dFosB act: mouse delta FosB homodimer activation. activation, % at 25 µM. purified delta FosB, TAMRA-CDK5 oligo fluorescence polarization; percent of positive-control signal above neutral wells. AID 493131. 0.99% of 340,000 active;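 active = mean activation above about 17%, with every replicate also reaching it, limit read from the data, passing the limit was not always enough; inconclusive = only one of the two conditions met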;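 also: fluorescence polarization rise as delta FosB binds a TAMRA Cdk5 AP-1 oligo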
# CAL PDZ FP-2: blocks peptide binding to the human CAL PDZ domain | 0.92% of 300,000 active | AID 602252 | Q9HD26 | inhibition, % at 24.9 µM | purified CAL PDZ, TMR-peptide fluorescence polarization, 1 h;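 active = mean inhibition of at least 30% with at least half of replicates also reaching 30%; inconclusive = no clear call, values can overlap the other calls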;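 also: 0% = DMSO neutral control and 100% = excess unlabeled competitor peptide PRC23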
# Rtt109 Vps75: inhibitors of Candida albicans Rtt109/Vps75 histone acetyltransferase. Q5AAJ8. purified Rtt109/Vps75, ThioGlo CoA-SH fluorescence, 4 h. inhibition, % at 34.9 µM. 0.16% of 330,000 active. AID 540336;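 active = inhibition of at least 50% in every replicate; inconclusive = best replicate reaches 50% inhibition but some replicates fall short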
# Target sequence (Q5AAJ8 whole entry, looked up): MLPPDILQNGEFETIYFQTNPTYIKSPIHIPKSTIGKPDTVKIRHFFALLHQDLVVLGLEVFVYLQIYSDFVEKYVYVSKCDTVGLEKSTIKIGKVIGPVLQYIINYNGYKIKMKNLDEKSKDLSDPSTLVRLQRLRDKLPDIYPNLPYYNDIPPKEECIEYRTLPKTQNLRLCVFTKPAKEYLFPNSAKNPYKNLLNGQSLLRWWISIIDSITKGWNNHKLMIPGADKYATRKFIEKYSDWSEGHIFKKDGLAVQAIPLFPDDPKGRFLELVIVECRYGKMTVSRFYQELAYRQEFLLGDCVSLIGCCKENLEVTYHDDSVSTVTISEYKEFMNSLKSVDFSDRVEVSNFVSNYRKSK
# Wnt act: activates Wnt/beta-catenin signaling in a reporter cell assay; activator, plate reader; activation, % at 9.35 µM; 1.2% of 300,000 active; AID 743398; in the data active = activation above about 30%, passing the limit was not always enough; inconclusive = no clear call, values can overlap the other calls;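 also: 0% = neutral control wells and 100% = positive control wells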
# CDK5 p35 inh: inhibitors of human CDK5/p35 kinase | 0.01% of 330,000 active | inhibition, % at 10 µM | Q00535+Q15078 | Recombinant CDK5/p35, ADP-Glo luminescence, 60 min;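 active = highest replicate inhibition of at least 50% and at least 75% of replicates reaching 50%; inconclusive = only one of the two criteria met; inactive = both criteria failed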;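 also: plate controls were DMSO neutral control for no effect and GW8510 at 10 µM for full effect; many of its hits are not listed in these tables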
# Target sequence (Q00535 whole entry, looked up): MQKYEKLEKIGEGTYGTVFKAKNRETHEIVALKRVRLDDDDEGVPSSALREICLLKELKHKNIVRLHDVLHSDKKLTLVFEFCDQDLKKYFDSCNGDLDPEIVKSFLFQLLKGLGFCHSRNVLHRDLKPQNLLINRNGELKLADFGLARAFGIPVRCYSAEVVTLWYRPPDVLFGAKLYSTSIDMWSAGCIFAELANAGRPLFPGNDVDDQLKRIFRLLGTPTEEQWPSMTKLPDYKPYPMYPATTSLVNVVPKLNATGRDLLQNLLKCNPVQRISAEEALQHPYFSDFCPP
# Target sequence (Q15078 whole entry, looked up): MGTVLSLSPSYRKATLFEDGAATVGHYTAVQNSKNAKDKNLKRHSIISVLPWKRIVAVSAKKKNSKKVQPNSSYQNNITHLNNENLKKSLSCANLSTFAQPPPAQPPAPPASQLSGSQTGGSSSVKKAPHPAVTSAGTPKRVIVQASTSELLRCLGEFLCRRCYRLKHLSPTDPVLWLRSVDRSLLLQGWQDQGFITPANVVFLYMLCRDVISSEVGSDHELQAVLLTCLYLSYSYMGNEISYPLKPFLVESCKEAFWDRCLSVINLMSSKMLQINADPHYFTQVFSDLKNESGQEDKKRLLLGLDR
# Active calls of the source: *; u = inconclusive; x = no result given.
# Below each compound: CAL PDZ FP-2	CAL PDZ FP-1	CDK5 p35 inh	Wnt act	Tat transport	MITF TRPM1 HTS	cardiac RTF act	Rtt109 Vps75	dFosB act	V-ATPase pH
O=C(Nc1ccc2oc(=O)c(C(=O)O)cc2c1)Oc1ccccc1
    -24	-1.2	-2.4	-5	-7	6	-2	-6	-3	3
CCc1ccc(CNC(=O)CCc2nnc(CCc3ccc(OC)cc3)o2)nc1
    -2	-2.2	-1.2	-2	-2	12	0	-2	0	4
CC(=O)NC1=NN(C(C)=O)C(c2ccccc2)S1 (stereo unspecified)
    1	0.6	-0.8	-5	-4	9	13	-2	0	-2
Cc1csc(NS(=O)(=O)c2ccc(Cl)cc2)n1
    -17	-1.3	-0.4	0	-4	x	4	-2	2	-2
COc1ccc(N(CC(=O)NCc2ccc(Cl)cc2)S(=O)(=O)c2c(C)noc2C)cc1
    -1	3.2	-1.7	-1	-8	11	8	-1	-12	0
N=c1sccn1CC(=O)Nc1ccc2c(c1)CCC2
    -5	0.6	2.8	x	-5	18	-2	-3	-1	-2
O=C(NCc1ccc(F)cc1)c1cnc(-c2ccccn2)nc1C(F)(F)F
    -4	-2.2	-2.4	5	17	-1	3	-2	3	-2
COc1cc(S(=O)(=O)N2CCCCC2)ccc1NC(=O)Cc1ccccc1
    -5	-0.4	0.3	0	6	-16	-3	-8	-3	2
Cc1nc2ccccc2c2c1C(=O)N(C)C2=O
    -1	-1.9	-1.8	-2	-2	-10	7	x	3	-2
N#Cc1cnc(NCc2ccc(Cl)cc2Cl)nc1
    -8	-1.4	-1.8	2	-7	4	-4	6	4	-1
COc1ccc(C(=O)N2CCN(c3ccccc3OC)CC2)cc1
    -1	-1.1	-1.3	-2	-3	6	7	-7	-4	-1
CCn1c(SCC(=O)N2CCc3ccccc3C2)nc2c1c(=O)n(C)c(=O)n2C
    13	x	-0.5	x	-3	10	3	-6	3	2
O=C(CN1CCN(c2ccccc2)CC1)Nc1ccc(-n2cnnn2)cc1
    -1	-2.4	-4.2	-1	-2	12	-7	-4	2	2
CCc1cccc(CC)c1NC(=S)N1CCn2cccc2C1c1cccnc1 (stereo unspecified)
    -3	-0.5	0.1	7	-6	2	3	1	-5	0
COCn1c(C(O)c2ccccc2)cc2ccccc21 (stereo unspecified)
    5	-0.7	-0.6	0	7	x	-1	9	0	3
NC(=O)COC(=O)c1cc(Cl)cc(Cl)c1N
    -3	-1.0	4.5	-6	2	3	-2	-20	7	0
Brc1cccc(CNn2cnnc2)c1
    x	-0.4	-4.6	3	-9	x	-1	2	7	2
Cc1ccc(C(=O)C(C)OC(=O)c2ccccc2[N+](=O)[O-])cc1 (stereo unspecified)
    -1	-0.6	1.9	x	7	52	1	-8	-6	-7
CN(CCC1CCCCO1)C(=O)CCc1nnc(C2CCCCC2)o1 (stereo unspecified)
    5	-2.2	-0.1	21	-7	38	-1	11	-3	-2
Cc1ccc(S(=O)(=O)CCC(=O)OCC(=O)c2ccc(F)cc2)cc1
    -5	-2.1	1.3	-1	1	-3	-5	-6	2	-1
Cc1ccc(N2C(=O)N(CC(=O)NCc3ccc(Cl)cc3)C(=O)C2C)cc1 (stereo unspecified)
    -2	-2.6	1.2	x	-5	x	12	-22	-10	1
CC(=O)OCC(=O)c1ccc2ccn(C(C)=O)c2c1
    x	-1.2	-0.5	x	4	0	2	8	-16	5
CC1CCCC(C)N1C(=O)COC(=O)c1ccc2ccccc2n1 (stereo unspecified)
    -6	-1.0	0.0	-3	-3	-6	-6	-2	-1	-2
Cc1n[nH]c(=O)nc1NCC1CCCO1 (stereo unspecified)
    -7	-0.1	3.0	27	-5	1	-2	-9	-4	-2
COc1ccc(C2c3ccc(O)cc3Oc3ncn4nc(-c5cccnc5)nc4c32)cc1OC (stereo unspecified)
    9	-4.5	0.8	9	1	-11	-4	-5	11	-4
Cc1nc(COc2cccc(Cl)c2)sc1C(=O)/C=C/N(C)C
    x	-0.1	-1.1	13	-2	39	13	-6	-8	11
Cc1cc(C)c(C)c(S(=O)(=O)N[C@@H](C)C(=O)OCC(=O)NC2CCCC(C)C2C)c1C (stereo partly specified)
    -3	-0.9	-0.7	-1	11	21	-3	27	-14	-1
COCCn1c(SCc2nc3cc(OC)c(OC)cc3c(=O)[nH]2)nnc1-c1ccncc1
    -2	-1.4	0.4	x	-4	-7	10	3	-12	x
O=C(CSc1nccn1-c1ccccc1)NO
    -5	-2.0	0.3	20	-9	-3	0	-2	-16	-3
Cc1cnc(Nc2nc3ccccc3o2)nc1C(=O)Nc1cccc(C(F)(F)F)c1
    -2	-0.7	2.2	7	-7	3	-5	7	-5	1
O=C(COc1ccc(S(=O)(=O)NCc2ccccc2)cc1Cl)NCc1ccccn1
    x	-0.1	-1.0	-2	0	-9	-3	11	-5	2
Cc1nn(C)c(C)c1S(=O)(=O)N1CCCC(C(=O)NCCc2ccc(Cl)cc2)C1 (stereo unspecified)
    -2	-0.8	0.0	-2	6	-3	5	-1	1	-3
CC(=O)Nc1nnc(S(=O)(=O)N2CCN(c3ccc(Cl)cc3[N+](=O)[O-])CC2)s1
    -5	-1.2	-0.5	2	-4	4	-5	24	-7	6
O=C(COc1ccccc1)NCC(=O)N/N=C/c1ccc(O)cc1O
    -3	-0.7	-0.7	-5	0	-17	0	-2	4	-3
CN(CC(=O)Nc1cccc(F)c1)CC(=O)N(C)c1c(N)n(Cc2ccccc2)c(=O)[nH]c1=O
    20	-0.2	-0.9	2	7	-5	-3	4	1	8
CC(C)(C)c1ccc(NC(=O)CC2(C(F)(F)F)OCCO2)cc1
    0	-4.0	-2.4	x	-8	74	4	1	-2	7
CC(C(=O)Nc1ccccc1-c1ccccc1)N(C)Cc1nc2ccccc2c(=O)[nH]1 (stereo unspecified)
    4	-0.2	-0.7	-1	5	-15	6	2	-13	2
CCS(=O)(=O)Nc1ccc(-c2nnc(SCC(=O)c3cccc(OC)c3)o2)cc1
    8	-0.5	0.7	-2	-7	1	2	-5	-3	-1
COC(=O)Cn1cnc2c1c(=O)n(C)c(=O)n2C
    -4	-0.1	-2.4	x	0	2	12	-34	5	13
O=C(/C=C/c1ccco1)NC(=S)Nc1cc(-c2nc3ccccc3s2)ccc1Cl
    -2	-2.7	-1.5	50*	-3	-9	8	-4	-8	2
COc1ccccc1Nc1nc(N)nc(CSc2nncn2C)n1
    u	-2.5	0.0	x	4	x	6	3	-2	0
Cc1nc2ccccc2c(=O)n1/N=C/c1ccccc1OC(F)F
    -4	-1.3	0.7	-1	-8	x	-2	-4	-16	4
COc1ccc(-n2cnnc2SCC(=O)Nc2ccc(N3CCOCC3)cc2)cc1
    -4	-1.0	1.9	-1	-3	-7	-3	4	-5	-4
CCCCN1CCNC[C@H]1Cc1ccc(O)cc1
    3	0.0	1.0	0	-13	2	3	-6	4	-4
O=C(c1ccc([N+](=O)[O-])s1)N1CCc2ccccc21
    -2	-2.3	3.5	2	-6	-28	-1	-1	-4	-2
COc1ccc(NC(=O)C2CC(=O)N/C(=N/N=C/c3ccccc3)S2)cc1 (stereo unspecified)
    -3	-1.4	0.6	0	-6	-1	8	0	3	1
Cc1oc2c(c(C)cc3oc(=O)c(CC(=O)N[C@@H](CC(C)C)C(=O)O)c(C)c32)c1C
    -8	-3.8	1.1	3	-1	x	1	6	11	-6
C#CCOc1ccc2c3c(c(=O)oc2c1)CCCC3
    -11	-1.1	-0.2	2	-5	x	-8	-5	-9	-1
COc1ccc(-c2ccc(/C=C(\NC(=O)c3ccccc3)C(=O)N3CCOCC3)o2)cc1
    -4	-0.1	0.3	-2	-2	6	2	30	-8	3
COCCN(C(C)=O)c1nnc(-c2cnccn2)s1
    -1	-1.5	-1.8	1	-3	16	-5	-3	-4	-1
O=C(CSc1nc(-c2ccccc2)cc(=O)[nH]1)NCc1ccc2c(c1)OCO2
    -4	-2.6	-0.9	x	3	13	-6	-4	49*	2
CC(=O)Nc1ccc(S(=O)(=O)N2CCN(C(=O)N3CCOCC3)CC2)cc1
    -3	0.7	-0.8	x	3	2	0	2	5	-2
Cc1cc(C(=O)CN2CC(C)OC(C)C2)c(C)n1-c1ccccc1 (stereo unspecified)
    x	-0.4	-1.2	-1	-13	x	-2	21	-6	-1
CCOC(=O)CSC1=C(C#N)C(=O)NC(c2ccc(OC)c(OC)c2)S1 (stereo unspecified)
    -3	0.1	0.5	x	1	7	-6	7	-1	0
Cc1[nH]n(-c2ccccc2)c(=O)c1N=Nc1ccc(C#N)cc1
    0	0.4	-1.8	1	12	-33	0	2	0	-4
CCC1(CC(C)C)SC(N)=NC1=O (stereo unspecified)
    -4	0.1	0.1	0	-2	3	1	-1	-5	-3
NS(=O)(=O)c1ccc(CCNC(=O)CNC(=O)c2ccccc2Br)cc1
    -2	-1.5	0.2	2	1	-6	-7	0	-1	1
O=C(O)c1cc(C(=O)O)cc(N2C(=O)CSC2=S)c1
    x	-2.6	-2.2	-1	-2	4	2	-63	-14	0
C/C(Cc1ccccc1)=N\NC(=O)c1cccnc1
    -5	1.1	-1.7	-7	2	-9	0	-3	-2	2
COc1cccc(C(=O)NCC2CCCN2S(=O)(=O)c2ccccc2)c1 (stereo unspecified)
    -2	-1.5	0.0	-1	-4	3	1	-3	-1	3

# Later entries.
# Below each compound: CAL PDZ FP-2	CAL PDZ FP-1	CDK5 p35 inh	Wnt act	Tat transport	MITF TRPM1 HTS	cardiac RTF act	Rtt109 Vps75	dFosB act	V-ATPase pH
NNc1nc2c(Cl)c(Cl)ccc2s1
    -1	-0.3	0.3	3	-10	-15	-8	-4	-8	6
CSC1=N/C(=C\c2ccc(Cl)cc2)C(=O)N1N(C)C
    1	-2.4	1.7	3	7	x	0	-19	-7	-1
Cc1nc2ccc(S(=O)(=O)NC(C(=O)Nc3nccs3)C(C)C)cc2s1 (stereo unspecified)
    -2	0.0	2.4	-4	-12	-4	6	2	-1	-3
CCN(CC)c1ccc(CNc2nnnn2C)cc1
    -9	1.7	-0.2	0	-1	2	-2	-1	-4	-4
CN(C)/C=C/C(=O)c1ccc(C(F)(F)F)cc1F
    -2	-0.7	1.7	-2	0	29	3	5	0	-1
S=C(Nc1ccccc1)Nc1nc2ccccc2n1CCOc1ccc(Br)cc1
    -2	-1.6	-0.1	-9	-6	3	0	-5	-3	1
COc1ccc(-c2nc3ncccc3n2O)cc1
    -3	-1.7	-1.0	0	16	-4	-1	13	-1	-4
COc1ccc2c(c1)[nH]c1c(=O)n(/N=C/c3ccc(OC)c(COc4ccccn4)c3)cnc12
    -1	-2.5	0.2	0	3	14	-2	2	11	0
O=C1C=CC(=O)N1Cc1ccncc1
    0	-0.2	0.4	-2	0	-5	3	-8	-10	-2
CCN(CC)CCn1c(-c2ccc(C)cc2)nc(=S)c2c1CC(C)(C)OC2
    -2	-0.1	0.4	-3	5	0	1	9	-6	3

# Screening data from PubChem BioAssay.
